Compound activity from PubChem.
KCNQ2 inh: KCNQ2 potassium channel inhibitors, primary screen, cell-based, CHO-K1, FluxOR thallium flux, B-score (AID 2156); 20 min; active compounds read low; B-score at 10 µM; O88943; 310,000 tested, 1.1% active;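 active means fluorescence ratio B-score at most minus 3 library SDs, with starting brightness B-score within 2 library SDs, cut at about -5.5 in these data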
OX1R FRET antag: blocks the human orexin 1 receptor; 330,000 tested, 1.8% active; O43613; OX1R-expressing cells, FRET antagonist read-out; inhibition, % at 6.6 µM; AID 485270; in the data active means inhibition mostly above about 38%, no sharp cut-off; inactive means mostly below about 40%;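 further: 0% = agonist challenge alone and 100% = reference antagonist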
Target sequence (O43613 whole entry, looked up): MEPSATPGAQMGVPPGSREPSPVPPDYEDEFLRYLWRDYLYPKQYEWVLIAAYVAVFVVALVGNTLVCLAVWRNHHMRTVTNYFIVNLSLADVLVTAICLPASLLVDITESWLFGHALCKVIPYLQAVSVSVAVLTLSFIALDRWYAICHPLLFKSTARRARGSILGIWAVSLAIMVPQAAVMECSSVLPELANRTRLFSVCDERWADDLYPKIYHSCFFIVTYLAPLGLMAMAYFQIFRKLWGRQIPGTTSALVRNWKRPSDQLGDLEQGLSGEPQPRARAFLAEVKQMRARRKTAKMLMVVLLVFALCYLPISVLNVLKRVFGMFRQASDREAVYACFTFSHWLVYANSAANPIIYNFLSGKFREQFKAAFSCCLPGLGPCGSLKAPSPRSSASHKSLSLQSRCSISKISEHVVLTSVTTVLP
STK33 inh: human STK33 kinase inhibition; purified STK33, MBP phosphorylation, ADP-Glo luminescence; inhibition, % at 10 µM; AID 2661; 320,000 tested, 0.073% active;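 active means inhibition at or above 25%, using the most active replicate where run in duplicate; inactive means inhibition below 25%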
Numbers without * were called inactive; i = inactive; x = not tested or not shown; & = joins results of further samples. The list is partial. The share of hits here may be higher or lower than overall.

Cc1c(C)n(Cc2ccccc2)c2ccc(C(=O)OCCN(C)C)cc12
  KCNQ2 inh: i | OX1R FRET antag: 26 | STK33 inh: -0.5

CN(C)CCCSc1ccccc1NC(=O)/C=C/c1ccccc1
  KCNQ2 inh: i | OX1R FRET antag: 31 | STK33 inh: 0.1

C/C(=N\NC(=S)NCc1ccccc1)C1CCCCC1
  KCNQ2 inh: i | OX1R FRET antag: 13 | STK33 inh: 0.6

CN(C)C/C=C(\c1ccc(Br)cc1)c1cccnc1
  KCNQ2 inh: x | OX1R FRET antag: 18 | STK33 inh: -0.3

CCCC(=O)O[C@]1(C(=O)COC(C)=O)CC[C@H]2[C@@H]3C[C@H](F)C4=CC(=O)C=C[C@]4(C)[C@@]3(F)[C@@H](O)C[C@@]21C
  KCNQ2 inh: i | OX1R FRET antag: 9 | STK33 inh: 0.0

O=C(Nc1cc(-c2ccccc2)nn1-c1ccccc1F)c1ccc([N+](=O)[O-])cc1
  KCNQ2 inh: x | OX1R FRET antag: 17 | STK33 inh: -0.2

C[C@@H]1C[C@H]2[C@@H]3CCC4=CC(=O)C=C[C@]4(C)[C@@]3(Cl)[C@@H](O)C[C@]2(C)[C@@]1(OC(=O)c1ccco1)C(=O)CCl
  KCNQ2 inh: x | OX1R FRET antag: 15 | STK33 inh: -0.9

CC(=O)Oc1ccc2c(C)cc(=O)oc2c1
  KCNQ2 inh: x | OX1R FRET antag: 9 | STK33 inh: -1.0

COc1cc(N)c(Cl)cc1C(=O)N[C@H]1CCN(CCCOc2ccc(F)cc2)C[C@H]1OC
  KCNQ2 inh: x | OX1R FRET antag: 15 | STK33 inh: -2.6

C[C@H](CCC(=O)O)[C@H]1CC[C@H]2[C@@H]3[C@H](O)C[C@@H]4C[C@H](O)CC[C@]4(C)[C@H]3CC[C@]12C
  KCNQ2 inh: x | OX1R FRET antag: 14 | STK33 inh: -1.0

Cc1cc(=O)oc2cc(O)ccc12
  KCNQ2 inh: i | OX1R FRET antag: 5 | STK33 inh: -0.1

Cn1ccc2cc3c(cc21)CCN3C(=O)Nc1cccnc1
  KCNQ2 inh: x | OX1R FRET antag: 22 | STK33 inh: 3.3

CC1(C)O[C@@H]2C[C@H]3[C@@H]4C[C@H](F)C5=CC(=O)C=C[C@]5(C)[C@@]4(F)[C@@H](O)C[C@]3(C)[C@]2(C(=O)CO)O1
  KCNQ2 inh: i | OX1R FRET antag: 2 | STK33 inh: -0.6

CCCCOc1cc(C(=O)OCCN(CC)CC)ccc1N
  KCNQ2 inh: i | OX1R FRET antag: 18&12 | STK33 inh: -2.2&-0.4

COC(=O)N/N=C/c1c[n+]([O-])c2ccccc2[n+]1[O-]
  KCNQ2 inh: i | OX1R FRET antag: 101* | STK33 inh: -0.7

COc1cc(C2Oc3cc(C4Oc5cc(O)cc(O)c5C(=O)C4O)ccc3OC2CO)ccc1O (stereo not given)
  KCNQ2 inh: i | OX1R FRET antag: 6 | STK33 inh: -0.5

CC[C@]12CCCN3CCc4c(n(c5ccccc45)[C@](O)(C(=O)OC)C1)[C@@H]32
  KCNQ2 inh: x | OX1R FRET antag: 19 | STK33 inh: -0.8

CCCCN(CCCC)CCCOC(=O)c1ccc(N)cc1
  KCNQ2 inh: i | OX1R FRET antag: 13 | STK33 inh: -0.3

C=C[C@H]1CN2CC[C@H]1C[C@H]2[C@H](O)c1ccnc2ccc(OC)cc12
  KCNQ2 inh: i | OX1R FRET antag: 13&11 | STK33 inh: -1.9&-1.1

CCC(C(=O)Nc1ccccc1N1CCCC1)c1ccccc1 (stereo not given)
  KCNQ2 inh: -7.2* | OX1R FRET antag: 39 | STK33 inh: 1.3

O=C1c2c(O)ccc(O)c2C(=O)c2c(NCCNCCO)ccc(NCCNCCO)c21
  KCNQ2 inh: x | OX1R FRET antag: 65* | STK33 inh: 66*

CC(=O)OCC(=O)[C@@]1(O)CC[C@H]2[C@@H]3CCC4=CC(=O)C=C[C@]4(C)[C@@]3(F)[C@@H](O)C[C@@]21C
  KCNQ2 inh: x | OX1R FRET antag: 23 | STK33 inh: 0.2

C=C[C@H]1CN2CCC1C[C@H]2[C@H](O)c1ccnc2ccc(OC)cc12 (stereo not given in full)
  KCNQ2 inh: i | OX1R FRET antag: 12 | STK33 inh: -2.4

CN(C)CC/C=C1/c2ccccc2COc2ccc(CC(=O)O)cc21
  KCNQ2 inh: i | OX1R FRET antag: 13 | STK33 inh: -2.6

COc1ccc(C(=O)c2ccccc2)c(O)c1
  KCNQ2 inh: i | OX1R FRET antag: 16 | STK33 inh: -0.2

Some of the entries so far, with tabs.
molecule	KCNQ2 inh	OX1R FRET antag	STK33 inh
CC1(C)O[C@@H]2C[C@H]3[C@@H]4C[C@H](F)C5=CC(=O)C=C[C@]5(C)[C@@]4(F)[C@@H](O)C[C@]3(C)[C@]2(C(=O)CO)O1	i	2	-0.6
CCCCOc1cc(C(=O)OCCN(CC)CC)ccc1N	i	18&12	-2.2&-0.4
COC(=O)N/N=C/c1c[n+]([O-])c2ccccc2[n+]1[O-]	i	101*	-0.7
COc1cc(C2Oc3cc(C4Oc5cc(O)cc(O)c5C(=O)C4O)ccc3OC2CO)ccc1O (stereo not given)	i	6	-0.5
CC[C@]12CCCN3CCc4c(n(c5ccccc45)[C@](O)(C(=O)OC)C1)[C@@H]32	x	19	-0.8
CCCCN(CCCC)CCCOC(=O)c1ccc(N)cc1	i	13	-0.3
C=C[C@H]1CN2CC[C@H]1C[C@H]2[C@H](O)c1ccnc2ccc(OC)cc12	i	13&11	-1.9&-1.1
CCC(C(=O)Nc1ccccc1N1CCCC1)c1ccccc1 (stereo not given)	-7.2*	39	1.3
O=C1c2c(O)ccc(O)c2C(=O)c2c(NCCNCCO)ccc(NCCNCCO)c21	x	65*	66*
CC(=O)OCC(=O)[C@@]1(O)CC[C@H]2[C@@H]3CCC4=CC(=O)C=C[C@]4(C)[C@@]3(F)[C@@H](O)C[C@@]21C	x	23	0.2
C=C[C@H]1CN2CCC1C[C@H]2[C@H](O)c1ccnc2ccc(OC)cc12 (stereo not given in full)	i	12	-2.4
CN(C)CC/C=C1/c2ccccc2COc2ccc(CC(=O)O)cc21	i	13	-2.6
COc1ccc(C(=O)c2ccccc2)c(O)c1	i	16	-0.2

(cont.)
CCCC(=O)O[C@]1(C(=O)CCl)[C@@H](C)C[C@H]2[C@@H]3CCC4=CC(=O)C=C[C@]4(C)[C@@]3(F)C(=O)C[C@@]21C
  KCNQ2 inh: i | OX1R FRET antag: 18 | STK33 inh: -1.4

Cc1scc2c1N(C(=O)CN1CCN(C)CC1)c1ccccc1NC2=O
  KCNQ2 inh: i | OX1R FRET antag: 5 | STK33 inh: -1.1

CCN(CC)CC1CCCCN1CC(=O)N1c2ccccc2C(=O)Nc2cccnc21 (stereo not given)
  KCNQ2 inh: i | OX1R FRET antag: 8 | STK33 inh: -2.0

O=C(NC1CCN(CCc2c[nH]c3ccccc23)CC1)c1ccccc1
  KCNQ2 inh: i | OX1R FRET antag: 4 | STK33 inh: 0.3

COc1ccc(-c2oc3c(CC=C(C)C)c(O[C@@H]4O[C@H](CO)[C@@H](O)[C@H](O)[C@H]4O)cc(O)c3c(=O)c2O[C@@H]2O[C@@H](C)[C@H](O)[C@@H](O)[C@H]2O)cc1
  KCNQ2 inh: i | OX1R FRET antag: 10 | STK33 inh: -1.1

CN[C@@H]1[C@H](O)[C@H](NC)[C@H]2O[C@@]3(O)C(=O)C[C@@H](C)O[C@H]3O[C@@H]2[C@H]1O
  KCNQ2 inh: i | OX1R FRET antag: -8 | STK33 inh: 1.2

O=C(O)Cc1cn(-c2ccccc2)nc1-c1ccc(Cl)cc1
  KCNQ2 inh: i | OX1R FRET antag: 11 | STK33 inh: -0.6

CCCOc1ccc(C(=O)OCCN(CC)CC)cc1N
  KCNQ2 inh: i | OX1R FRET antag: 20 | STK33 inh: 0.8

CN(C)S(=O)(=O)n1cc(/C=C(\NC(=O)c2ccccc2)C(=O)NCCCn2ccnc2)c2ccccc21
  KCNQ2 inh: i | OX1R FRET antag: 18 | STK33 inh: 1.2

CC(Cc1cccc(C(F)(F)F)c1)NCCOC(=O)c1ccccc1 (stereo not given)
  KCNQ2 inh: i | OX1R FRET antag: 6&11 | STK33 inh: 0.3&-1.6

CCN(CCCCOC(=O)c1ccc(OC)c(OC)c1)C(C)Cc1ccc(OC)cc1 (stereo not given)
  KCNQ2 inh: i | OX1R FRET antag: 13 | STK33 inh: 0.1

O=C(O)c1cc(=O)c2ccccc2o1
  KCNQ2 inh: i | OX1R FRET antag: 10 | STK33 inh: -0.4

Cc1nc2c3ccccc3nc(NNC(=O)CCC(=O)N3CCN(c4ccccc4F)CC3)n2n1
  KCNQ2 inh: i | OX1R FRET antag: 15 | STK33 inh: -0.3

CCc1cccc(CC)c1NC(=O)CN(CC(=O)O)CC(=O)O
  KCNQ2 inh: x | OX1R FRET antag: 14 | STK33 inh: -0.8

Nc1c2ccccc2nc2ccccc12
  KCNQ2 inh: i | OX1R FRET antag: 56&29 | STK33 inh: 0.6&-0.8

O=C(c1ccccn1)N(Cc1cccs1)C1(C(=O)NC2CCCCC2)CCCCC1
  KCNQ2 inh: i | OX1R FRET antag: 5 | STK33 inh: -0.5

CCCCCCCCCCCCCCCC(O)C(N)CO (stereo not given)
  KCNQ2 inh: -10* | OX1R FRET antag: 6 | STK33 inh: -4.4
